MOR-DOR ag: agonists of human mu-delta opioid receptor heterodimerization | activation, % at 9.3 µM | P35372+P41143 | cells, OPRM1-OPRD1 heterodimerization, luminescence | 340,000 compounds, 0.3% hits | AID 504326; in the data active = activation above about 18%;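 also: 0% = vehicle-treated cells and 100% = reference agonist; values of inactives mirror those of a sister screen read the other way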
Target sequence (P35372 whole entry, looked up): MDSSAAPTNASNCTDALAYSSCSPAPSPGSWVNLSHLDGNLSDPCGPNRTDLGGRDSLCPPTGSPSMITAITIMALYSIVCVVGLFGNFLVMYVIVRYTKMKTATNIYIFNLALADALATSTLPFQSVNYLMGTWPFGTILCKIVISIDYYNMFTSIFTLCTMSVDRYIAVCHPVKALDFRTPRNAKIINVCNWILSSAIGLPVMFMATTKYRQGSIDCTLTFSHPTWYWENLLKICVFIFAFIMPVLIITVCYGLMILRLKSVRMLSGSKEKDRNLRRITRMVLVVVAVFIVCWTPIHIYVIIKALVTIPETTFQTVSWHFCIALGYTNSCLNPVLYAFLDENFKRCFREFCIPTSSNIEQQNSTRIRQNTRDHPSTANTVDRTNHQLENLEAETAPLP
Target sequence (P41143 whole entry, looked up): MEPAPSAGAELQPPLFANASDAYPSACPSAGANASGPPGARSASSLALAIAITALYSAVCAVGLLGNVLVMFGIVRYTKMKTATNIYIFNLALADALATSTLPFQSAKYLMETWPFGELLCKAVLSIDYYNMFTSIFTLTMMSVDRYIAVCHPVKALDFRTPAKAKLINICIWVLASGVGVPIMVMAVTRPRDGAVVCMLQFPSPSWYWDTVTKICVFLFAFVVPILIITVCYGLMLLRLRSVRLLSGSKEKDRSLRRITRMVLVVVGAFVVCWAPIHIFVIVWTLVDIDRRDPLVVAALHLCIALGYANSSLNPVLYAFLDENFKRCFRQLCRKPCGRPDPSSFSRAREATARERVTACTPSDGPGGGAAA
PfHsp90 set2: reduces growth (ATP signal) of yeast expressing P. falciparum Hsp90; S. cerevisiae expressing PfHsp90, BacTiter-Glo ATP, 48 h; yeast lacking PDR1 and PDR3 efflux regulators; inhibition, % at 9.4 µM; 310,000 compounds, 0.32% hits;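 active = every replicate shows inhibition above about 80%, whatever the replicate mean, limit read from the data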;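 also: 0% = DMSO neutral controls and 100% = 20 µM radicicol positive controls; yeast relying on Plasmodium falciparum Hsp90 in place of its own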
DSG3 Ab inh: blocks pemphigus antibody binding to human desmoglein-3; P32926; binding (percent of control), % at 10 µM; 310,000 compounds, 0.48% hits; DSG3-coupled beads, scFv-anti-DSG3-GFP binding, flow cytometry; active compounds read low;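 active = binding more than 3 SD below its plate's average and above zero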;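 also: hits lower antibody fragment binding to DSG3; some compounds called inactive have numbers as strong as hits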
Mot1-301 SUMO: inhibitors of SUMOylation pathway: yeast Mot1-301 growth rescue | S. cerevisiae Mot1-301 growth rescue, ATP luminescence, 38.5C; percent above DMSO median, 100 means doubled | growth rescue, % at 18.8 µM | 320,000 compounds, 1% hits;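 active = every valid replicate shows activation above 250% relative to neutral control wells; inactive = the rest, any valid replicate at or below 250%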;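 also: OY570 slx delta 5 strain wells were the positive control but not used for scaling; some compounds called inactive have numbers as strong as hits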
HTR5A inv ag: counter-screen for OPRM1-OPRD1 inverse agonists: human HTR5A inverse agonism; HTR5A cell line, luminescence; inhibition, % at 9.3 µM; 340,000 compounds, 0.083% hits; P47898; in the data active = inhibition mostly above about 23%, no sharp cut-off; inactive = mostly below about 18%;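 also: 0% = cells with DMSO and 100% = no-cell wells with DMSO; some compounds called inactive have numbers as strong as hits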
AddAB inh: less growth of phage-infected E. coli with AddAB; E. coli expressing H. pylori AddAB, absorbance growth; AID 435030; inhibition, % at 11.9 µM; 330,000 compounds, 0.29% hits; in the data active = inhibition above about 12%;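 also: 0% = vehicle wells of infected cells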
phage Ecoli inh: E. coli growth loss with phage present; growth absorbance; inhibition, % at 11.9 µM; 360,000 compounds, 0.26% hits; AID 651602; in the data active = inhibition above about 11%
PKA-R1A act: activates the PKA-R1A holoenzyme complex. P00514+P68181. PKA-R1A dissociation, Cy5-IP20 fluorescence polarization; scaled: DMSO 0%, 113 µM cGMP 100%. activation, % at 11.4 µM. 340,000 compounds, 0.083% hits. AID 504707;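 active = percent activation above the mean of all tested compounds plus 3 SD, cut at about 19% in these data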;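 also: higher means more PKAc released from R1A so a rise in polarization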
HTR5A ag ctr: counter-screen for OPRM1-OPRD1 agonists: human HTR5A agonism; HTR5A agonist assay, luminescence, cell-based; 340,000 compounds, 0.61% hits; P47898; activation, % at 9.3 µM; in the data active = activation mostly above about 9.5%, no sharp cut-off; inactive = mostly below about 7.6%;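 also: 0% = cells with vehicle only and 100% = reference agonist; strong numbers were not always called active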
E coli growth: counter-screen for AddAB inhibitors: E. coli growth inhibition | E. coli V3065 growth, OD600 absorbance, 18 h | inhibition, % at 11.9 µM | 330,000 compounds, 0.27% hits;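 active = inhibition above the campaign's mean inhibition across all tested compounds plus 3 SD, cut at about 9.9% in these data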;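 also: uninfected addAB+ strain grown without phage in ampicillin broth; 0% = DMSO wells and 100% = ciprofloxacin 0.95 µg/ml wells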
OPRM1-OPRD1 inv: inverse agonists of human mu-delta opioid receptor heterodimerization. cell-based MOR-DOR heterodimer luminescence, inverse agonism. inhibition, % at 9.3 µM. 340,000 compounds, 0.21% hits. AID 504357; in the data active = inhibition above about 22%, passing the limit was not always enough;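 also: 0% = cells with DMSO and 100% = wells without cells with DMSO; values of inactives mirror those of a sister screen read the other way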
* hit, by the source's call; . = no result given. Random draw from the library; 3.2% or so of the library scored in one or more.

SMILES	MOR-DOR ag	PfHsp90 set2	DSG3 Ab inh	Mot1-301 SUMO	HTR5A inv ag	AddAB inh	phage Ecoli inh	PKA-R1A act	HTR5A ag ctr	E coli growth	OPRM1-OPRD1 inv
O=C(Nc1cccc(Cl)c1)Nc1ccc(Br)cc1F	7.2	2.6	117.5	324.9	-17.1	9.1	10.0	-7.2	7.8	6.5	-38.5
O=C(COC(=O)c1ccc2c(c1)OCCO2)NCc1ccccc1Cl	0.2	6.6	131.7	7.7	1.0	0.4	2.5	-4.8	-0.2	-0.1	-1.1
CCCn1c(SCC(=O)N(C)CC(=O)Nc2ccc(Cl)cc2)n[nH]c1=O	-1.3	12.5	91.3	6.2	9.7	3.0	-0.8	-6.3	-3.9	2.5	5.6
CCCOc1ccc(-c2nnn(CC(=O)N3CCCCC3)n2)cc1	1.1	-28.9	87.8*	-11.3	1.8	2.2	2.8	0.9	-4.9	1.4	-5.4
COc1ccc(C(=O)Nc2scc(-c3ccc(Cl)cc3Cl)c2C(N)=O)cc1	4.3	-0.2	.	3.9	-24.5	1.9	-2.3	-3.8	2.4	-2.9	-25.5
O=C(CN1CCOCC1)Nc1cccc(C(=O)Nc2cccc(C(F)(F)F)c2)c1	-2.4	-76.5	.	-3.3	10.9	2.0	1.7	8.3	6.0	0.9	15.0
COc1ccc(N(CC(=O)NC2CCCC2)C(=O)Cn2nnc(-c3ccc(C)o3)n2)cc1	-0.3	10.1	.	.	-8.0	.	0.8	1.1	2.8	.	1.7
CCCC(C)c1nnc(NC(=O)CCS(=O)(=O)c2ccccc2)s1 (configuration not stated)	0.7	-15.7	121.7	-13.6	-7.4	0.8	1.4	1.7	0.6	0.7	-5.5
CN(C)C(=O)c1cnc(Sc2ncc(C(F)(F)F)cc2Cl)n1C	-0.6	14.0	103.2	-9.3	18.8	0.1	3.3	6.2	-5.2	-0.2	3.0
COc1ccccc1NC(=O)/C(=N/OCc1ccc(F)cc1)C(C)=O	-1.6	15.9	104.4	-3.8	4.1	-0.6	3.7	-1.1	-2.7	-3.5	7.8
COc1ccc2oc(=O)c(C(=O)N3c4ccccc4CC3C)cc2c1 (configuration not stated)	3.7	-10.7	103.3	193.7	17.8	2.4	1.8	1.6	1.9	2.6	-20.8
CC(C)CCOc1ccc(NC(=O)C2OC3OC(C)(C)OC3C3OC(C)(C)OC23)cc1 (configuration not stated)	-0.9	18.3	.	-1.2	-14.7	-2.5	2.4	14.1	0.7	-1.4	4.6
O=C(CN(C(=O)CCC(=O)Nc1nccs1)c1ccc(F)cc1)NCc1ccccc1	-1.6	-6.7	106.0	177.2	1.8	2.3	0.5	4.9	0.4	1.1	8.4
O=C(Cc1ccccc1F)OCC(=O)N1CCc2ccccc21	0.1	-46.9	97.4	-0.6	-0.8	4.0	1.9	-4.6	0.3	0.9	-0.6
Cc1ccc(C(=O)NCCc2c[nH]c3ccccc23)c(C)c1	0.0	-30.3	.	-6.9	-8.6	5.4	1.7	5.5	3.2	0.4	0.3
Cc1ccccc1C(=O)Nc1ccc(N(C)C)c2ccccc12	-1.4	-2.5	111.4	9.3	8.3	-3.0	0.0	4.6	-2.2	0.9	6.7
O=C1CC2C(=O)NCCN2C(=NC(=O)c2ccccc2)N1 (configuration not stated)	-1.0	19.8	.	-12.9	-0.1	0.5	-1.0	1.7	0.0	-0.5	4.7
COc1ccc(NC(=O)CN2CCN(c3c(C)cc(C)cc3C)CC2)cc1	2.0	8.2	95.3	-19.4	-21.1	4.0	0.3	-12.7	5.7	1.7	-9.5
COc1ccccc1N1CCN(CC(=O)Nc2ccc(S(=O)(=O)N3CCCCCC3)cc2)CC1	-1.5	.	88.3	8.0	-9.3	2.5	0.7	-6.2	2.6	-1.1	5.9
C[C@H](CO)N1C[C@H](C)[C@@H](CN(C)C(=O)NC2CCCCC2)Oc2ccc(NC(=O)CCC(F)(F)F)cc2C1=O	-0.2	4.5	102.5	0.1	13.9	1.1	3.0	-9.2	4.4	0.4	1.2
CCCN(C(=O)CN1C(=O)NC2(CCCCCC2)C1=O)C1CCS(=O)(=O)C1 (configuration not stated)	1.3	14.1	109.5	8.1	-7.7	0.1	0.3	-5.6	-1.1	2.2	-7.0
CC(C)c1ccc(-c2noc(C3CCCN(C(=O)c4ccc(F)cc4F)C3)n2)cc1 (configuration not stated)	6.5	-2.8	.	0.6	-39.4	-2.0	0.8	8.4	-3.5	-1.1	-35.3
Cc1cc(SCNC(=O)c2ccccc2)ncn1	0.0	-4.7	94.5	5.6	-12.7	2.1	-0.2	-6.5	1.7	3.5	0.2
Cc1ccc(SCCCCN2CCNCC2)cc1	0.0	13.8	95.1	-4.5	-7.9	-2.1	1.2	-2.9	3.0	-2.3	0.1
CCOC(=O)c1ccc2c(c1)sc(=NC(=O)c1ccco1)n2CCOC	3.6	-5.9	66.2	-0.5	-6.9	-0.9	4.6	-2.8	0.6	-0.8	-19.1
CCN=C1Sc2nc3ccc(OCC)cc3cc2CN1CCOC	0.7	-8.4	104.3	-26.6	-14.6	1.3	2.3	-0.3	4.7	2.0	-4.1
CC(NC(=O)CSc1n[nH]c(N)n1)c1ccccc1 (configuration not stated)	-2.1	-0.9	93.3	-3.0	-41.8	1.8	1.1	-4.8	14.7	-0.4	13.4
COCCCNCC(=O)Nc1sc(C)c(C)c1C(=O)OC	-0.8	-10.2	.	-10.3	-20.4	0.4	2.4	1.5	-2.8	-2.8	4.2
CCN(CC)CCCNc1ccc(-c2nnc(-c3ccc(OCC(C)C)cc3)o2)cn1	0.1	20.6	108.9	25.1	-48.7	-2.2	-3.5	-4.0	18.2*	-4.1	-0.8
Cc1ccccc1OC(C)C(=O)N1CCN(c2ccccn2)CC1 (configuration not stated)	-1.5	7.7	111.4	-24.4	1.2	-0.8	1.6	4.2	-0.5	-0.1	6.0
O=S(=O)(c1ccccc1)c1ccccc1/C=N\O	-2.1	6.0	.	924.3	-16.2	2.7	1.2	5.2	6.8	0.2	8.9
Cc1ccc(NC(=O)CC2SC(=O)NC2=O)cc1 (configuration not stated)	-4.6	.	108.2	7.6	24.4	0.7	0.6	2.1	-1.8	-3.1	24.1
CCN1C(=O)c2cccc3c(NC(=O)c4ccccc4)ccc1c23	0.2	-0.5	96.0	224.3	-0.3	1.9	0.2	-0.7	0.1	-0.2	-0.9
Oc1[nH]c2ccccc2c1C=NCC1CCCO1 (configuration not stated)	-2.2	11.4	102.4	-4.2	1.2	5.4	0.8	4.7	-0.5	2.3	12.0
CC(=O)c1nc2ccccc2n1CCc1ccccc1	-1.9	-19.6	101.0	7.3	-11.8	2.3	3.0	-1.1	1.5	-1.1	9.6
Cc1cc(=O)oc2cc(OCC(=O)OCC(=O)N(CCC#N)c3ccccc3)ccc12	-1.4	-3.8	91.6	100.6	22.4	1.4	2.1	0.8	2.1	0.3	6.6
COc1cc(NC(=O)c2cnn3c(C)cc(C)nc23)c(OC)cc1Cl	-1.2	.	103.4	.	9.7	.	1.0	-4.2	-4.4	.	6.2
O=C(CSC(=S)N1CCOCC1)c1cc(Br)cc(Br)c1O	2.1	5.0	104.8	3.9	-17.9	3.4	1.2	7.8	6.3	-2.5	-11.1
Cc1ccc(C)c(NC(=O)[C@@H]2CCCN2S(=O)(=O)c2ccccc2F)c1	-2.4	23.2	100.2	.	-8.5	1.6	-0.9	-13.6	3.4	-0.2	9.5
Cc1ccc(CN(c2ccc(C(=O)N3CCOCC3)cc2)S(C)(=O)=O)cc1	-3.6	-1.1	101.1	-12.0	13.1	0.2	0.3	-8.7	-5.4	2.4	17.4
CN(C)/C=C1\C=C2C(=O)c3ccccc3N2C1=O	-1.4	-20.5	.	4.9	-43.5	1.8	2.9	-1.9	-0.4	2.2	7.1
CCOC(=O)c1ccc(NC(=O)CCc2ccc(CC)o2)cc1	3.5	-92.0	108.1	3.5	8.0	0.2	3.0	6.9	3.0	0.7	-18.1
N#CC(=C1Nc2ccccc2N1)S(=O)(=O)c1ccccc1	-1.4	-2.2	101.6	-6.3	7.0	0.0	1.7	2.8	-3.7	0.9	7.0
O=C(COC(=O)CSc1ccc(F)cc1)NC1CCCCCC1	-0.5	12.4	.	-4.9	6.1	4.2	-1.3	-17.0	-2.5	-2.6	2.2
O=c1cc(C(F)(F)F)nc(-c2ccccc2)[nH]1	-0.4	9.9	97.2	10.3	-5.5	0.5	0.1	-3.4	1.1	-1.1	2.4
CN1CCN(C(=O)C2(NC(=O)Nc3ccccc3Cl)CCCCC2)CC1	-2.4	7.0	100.6	-13.2	0.6	3.9	1.2	1.2	2.1	1.2	13.8
CC(C)COc1ccc(S(=O)(=O)n2cc(F)c(=O)[nH]c2=O)cc1	-2.5	12.8	99.0	-21.6	18.9	12.9*	6.5	-5.0	-6.8	6.9	14.0
CC1(C)N=C(C(=O)c2ccccc2)N(O)C1(C)O (configuration not stated)	-0.4	-19.1	91.2	6.1	6.4	-3.9	-0.1	1.8	2.7	-3.6	2.2
COc1ccc(/C=C2\CCC(C3CCCC3)C2=O)cc1Cn1cccn1 (configuration not stated)	-1.6	19.4	73.5	7.0	6.4	-1.0	4.2	-15.5	-2.5	0.3	8.3
CC(C)c1ccc(NC(=O)CSc2nnc(-c3ccccn3)n2C)cc1	-1.7	28.2	100.0	-6.0	8.4	2.8	2.0	0.2	-0.6	-0.1	8.5
Cc1nn(Cc2c(F)cccc2Cl)c(=O)c2ccccc12	-0.6	-8.6	114.6	29.1	-1.8	1.5	1.5	3.5	0.6	-3.1	3.1
COc1ccc(-c2nc(-c3ccccn3)ncc2S(C)(=O)=O)cc1	-1.9	-25.0	86.6	-11.6	7.6	1.5	3.1	0.0	-3.1	-0.3	12.5
C[C@H](CO)N1C[C@H](C)[C@@H](CN(C)C(=O)Nc2ccc3c(c2)OCO3)Oc2c(NC(=O)Cc3ccccc3)cccc2C1=O	-2.5	-0.6	98.3	.	-8.3	4.5	2.6	-10.7	2.2	1.1	11.5
COC(=O)c1ccc(S(=O)(=O)N2CCCCC2)o1	-3.0	-20.4	99.1	-11.5	-6.2	-1.1	1.2	-2.2	2.3	-1.8	13.3
COc1ccccc1NS(=O)(=O)c1cccc(NC(=O)c2ccc3ccccc3n2)c1	2.5	-41.8	92.7	6.2	-1.5	0.2	2.0	2.7	1.5	-0.1	-13.0
O=C(CSc1nc2ccccc2c(=O)n1-c1ccccc1F)NC1CC1	0.0	-2.7	96.9	-7.4	3.9	1.6	3.1	9.8	-1.0	1.8	0.2
CCC1(C)NC(=O)N(CC(=O)N2N=C(c3ccccc3)CC2c2ccc(OC)cc2)C1=O (configuration not stated)	-1.8	-23.2	96.7	726.2	17.6	-0.2	4.1	-8.6	-7.0	-2.5	9.7

Source: PubChem BioAssay
